# GPR35 arrestin U2OS: GPR35 antagonists blocking zaprinast-driven arrestin recruitment, primary screen, imaging, U2OS, beta-arrestin-GFP, zaprinast agonist (AID 2058). one-dose inhibition, % at 10 µM; IC50 in µM for titrated hits. actives 0.052% (n = 290,000). U2OS GPR35 beta-arrestin-GFP translocation imaging, zaprinast antagonism; higher % means a stronger effect;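 active = inhibition of at least 50% with at least 30 cells and total cytoplasm GFP at most 10,000,000; inconclusive = under 30 cells or total GFP of 10,000,000 plus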
# NTR1 ag: agonists of NTR1, primary screen, imaging, U2OS cells, beta-arrestin-GFP, high content (AID 493036) | NTR1-U2OS beta-arrestin-GFP spot imaging, agonist mode | activation, % at 20 µM | actives 0.17% (n = 330,000);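 active = activation at or above 40% of the spot to cytoplasm intensity ratio, with at least 20 cells analyzed; inconclusive = wells under 20 cells, flagged as cytotoxic or low count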;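 note: 0% = DMSO without peptide and 100% = 100 nM NTR1 peptide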
# Target sequence (P30989 whole entry, looked up): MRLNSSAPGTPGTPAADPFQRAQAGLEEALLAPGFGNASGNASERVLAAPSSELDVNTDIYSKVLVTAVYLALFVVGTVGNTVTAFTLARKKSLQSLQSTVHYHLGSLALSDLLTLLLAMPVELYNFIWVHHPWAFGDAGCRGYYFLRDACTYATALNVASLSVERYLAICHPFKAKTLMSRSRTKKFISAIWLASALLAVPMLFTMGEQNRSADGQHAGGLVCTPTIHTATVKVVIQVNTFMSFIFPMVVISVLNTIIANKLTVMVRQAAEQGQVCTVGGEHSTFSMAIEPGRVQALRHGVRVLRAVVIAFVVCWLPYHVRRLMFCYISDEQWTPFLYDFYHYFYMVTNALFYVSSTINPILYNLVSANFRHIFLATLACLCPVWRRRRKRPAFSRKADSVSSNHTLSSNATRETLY
# Dengue-2 NS5 capping: flavivirus cap methylation enzyme inhibition – biochemical, confirmation dose response, primary screen (AID 588689); Dengue-2 NS5 methyltransferase capping enzyme assay, biochemical; higher % means a stronger effect; one-dose inhibition, % at 25 µM; IC50 in µM for titrated hits; actives 0.3% (n = 340,000); in the data active = a potency from the dose series; inconclusive = inhibition above about 29% without an active follow-up result
# AID2073: inhibitors of Mint1-CaV2.2 protein interaction, biochemical, HTRF (AID 2073). actives 0.19% (n = 290,000). HTRF protein-protein interaction, Mint1-CaV2.2; higher % means a stronger effect. inhibition, % at 20 µM, or IC50 in µM where a hit was titrated; in the data active = inhibition mostly above about 51%, no sharp cut-off; inconclusive = no clear call, values can overlap the other calls; inactive = mostly below about 53%; note: some results filed as inactive read as strong as hits
# LYP inhibition: inhibitors of LYP phosphatase, biochemical, fluorescence intensity, uHTS (AID 1779) | recombinant LYP phosphatase, fluorescence intensity; higher % means a stronger effect | inhibition, % at 11.5 µM; hits with a dose series show IC50 in µM | actives 0.054% (n = 290,000); in the data active = inhibition above about 50%;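 note: plate controls were vehicle with enzyme for no effect and no enzyme for full effect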
# K1F lysis inhibition: protection from phage-mediated lysis, alamar blue read-out – E. coli UTI89, K1F phage, bacterial capsule biogenesis inhibitors (AID 488966); E. coli UTI89 K1F phage lysis, alamar blue, 2 h; higher % means a stronger effect; inhibition, % at 100 µM, or IC50 in µM where a hit was titrated; actives 0.02% (n = 340,000);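 active = phage lysis inhibition, versus mean bacterial control, above a set limit; inconclusive = no clear call, values can overlap the other calls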;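 note: capsule biogenesis inhibitors block K1F phage lysis so surviving cells raise fluorescence; higher fluorescence means more inhibition of phage lysis; actives were called in the ten point dose series up to 300 µM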
# RSV CPE inhibition: inhibition of RSV-induced cytopathic effect – HEp-2 cells, primary 10 µM value included (AID 2391); CPE inhibition, % at 10 µM, or IC50 in µM where a hit was titrated; actives 0.13% (n = 310,000); HEp-2 cells, RSV-induced CPE inhibition; higher % means a stronger effect; in the data active = a potency from the dose series; inconclusive = CPE inhibition mostly from about 23% at the one dose, without a potency; inactive = the rest, 99 in 100 with CPE inhibition below about 21%; note: strong numbers were not always called active
# Autophagy mod: alters autophagy in cells; MEF GFP-LC3 puncta imaging; test concentration mostly 10 µM; calls only at 10 µM (by protocol); actives 0.98% (n = 190,000);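 active = percentage of spot-positive cells more than 3 SD above its plate mean, without a fluorescence outlier flag or 80% toxicity; inconclusive = no clear call, values can overlap the other calls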;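 note: spot-positive cell cutoff set from DMSO-treated cells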
# WT yeast gro inh: growth inhibition of WT yeast, mitochondrial fusion screen; mitochondrial fusion phenotypic screen, WT strain; inhibition, % at 10 µM; actives 2.1% (n = 190,000); AID 1362; in the data active = inhibition above about 58%; tested in S. cerevisiae
# WT yeast gro inh mutant strain: also measured in WT yeast gro inh; calls as there; inhibition, %; mitochondrial fusion phenotypic screen, mutant strain inhibition
# Autophagy mod cell loss 18 h: also measured in Autophagy mod; calls as there; toxicity, %; measured here: cell loss, nuclei count;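 cell loss after 18 h compound exposure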
# NTR1 ag cell count 20 µM: also measured in NTR1 ag; calls as there; cell count; measured here: cell count, cytotoxicity flag
# Dengue-2 NS5 capping pilot replicate: second read-out of Dengue-2 NS5 capping, no call of its own (marks repeat the call); inhibition, %; measured here: pilot screen replicate inhibition
# Starred values were filed as active, the others as inactive; i = inactive; ? = inconclusive; . = not tested or not shown; + = active, no number; [ ] = another dose, or the depositor's remark.
SMILES,GPR35 arrestin U2OS,NTR1 ag,NTR1 ag cell count 20 µM,Dengue-2 NS5 capping,AID2073,LYP inhibition,K1F lysis inhibition,RSV CPE inhibition,Autophagy mod,Autophagy mod cell loss 18 h,WT yeast gro inh,WT yeast gro inh mutant strain,others
O=C(NCc1ccco1)c1cc(-c2cccnc2)nc2ccccc12,-3%,1.6,78,0%,8%,9%,4.2%,0.3%,i,-1,2,-7,
CC(C)Oc1cccc(C(=O)N2CCCC2)c1,-4%,-0.3,101,-3%,3%,-2%,0.2%,0.2%,i,13,4,-7,
COC(=O)c1sccc1NC(=O)CC1C(=O)NCCN1C(=O)c1ccc(F)cc1 (centres undefined),9%,0.3,35,3%,11%,-4%,-0.8%,1.8%,.,.,.,.,
Cc1ccccc1-c1nc(Cc2ccccc2)no1,-20%,2.8,35,.,18%,-5%,0.4%,0.4%,i,-3,1,10,
Fc1ccc2c(c1)C(c1ccc(N3CCOCC3)cc1)=NNC(c1cccs1)=N2,6%,7.3,92,0%,6%,6%,1.2%,8.9%,i,4,43,49,
Cn1nnc2cc(NC(=O)N3CCN(c4ccccn4)CC3)ccc21,-14%,-0.8,41,-3%,0%,-6%,-1.2%,0.7%,i,6,8,2,
CCc1ccc(OC(=O)c2cncc(Br)c2)cc1,-6%,1.2,82,-5%,4%,-5%,-0.3%,0.2%,.,.,.,.,
COc1ccccc1-c1nc(SCC(=O)NCC2CCCO2)c2c(=O)n(C)c(=O)n(C)c2n1 (centres undefined),7%,0.3,53,.,37%,-5%,.,2.6%,i,13,0,6,
CCOc1cccc2cc(C(=O)Nc3ccccc3-c3ccccc3)c(=O)oc12,0%,0.9,44,-6%,3%,-8%,0.3%,0.2%,i,3,-16,-16,
CC(NS(=O)(=O)c1ccc(OCC(=O)NCc2ccncc2)cc1)c1ccccc1 (centres undefined),6%,1.2,50,4%,6%,-8%,0.3%,-0.1%,.,.,.,.,
C/C(=N\NC(=O)Cc1cccn1C)c1cccc2ccccc12,7%,0.8,59,-5%,-11%,-4%,2.6%,2.5%,i,-20,7,16,
Cc1ccc(NC(=O)c2cc(NC(=O)c3ccco3)ccc2N2CCOCC2)cc1Cl,-14%,0.2,46,-1%,9%,-8%,0.0%,5.5%,+,-4.3*,-3,2,

# A run of entries of the results above:
SMILES,GPR35 arrestin U2OS,NTR1 ag,NTR1 ag cell count 20 µM,Dengue-2 NS5 capping,AID2073,LYP inhibition,K1F lysis inhibition,RSV CPE inhibition,Autophagy mod,Autophagy mod cell loss 18 h,WT yeast gro inh,WT yeast gro inh mutant strain,others
C/C(=N\NC(=O)Cc1cccn1C)c1cccc2ccccc12,7%,0.8,59,-5%,-11%,-4%,2.6%,2.5%,i,-20,7,16,
Cc1ccc(NC(=O)c2cc(NC(=O)c3ccco3)ccc2N2CCOCC2)cc1Cl,-14%,0.2,46,-1%,9%,-8%,0.0%,5.5%,+,-4.3*,-3,2,

# Additional entries
SMILES,GPR35 arrestin U2OS,NTR1 ag,NTR1 ag cell count 20 µM,Dengue-2 NS5 capping,AID2073,LYP inhibition,K1F lysis inhibition,RSV CPE inhibition,Autophagy mod,Autophagy mod cell loss 18 h,WT yeast gro inh,WT yeast gro inh mutant strain,others
c1ccc(C(c2ccccc2)c2noc(CN3CCN(CC4CC4)CC3)n2)cc1,-8%,-0.4,60,2%,-1%,0%,0.1%,-0.9%,i,-4,-8,-1,
CCn1c(CSc2nnc(-c3cccnc3)n2-c2ccccc2C)nc2cc(C(=O)O)ccc21,1%,0.0,71,.,0%,1%,.,1.2%,i,3,3,0,
O=C(Oc1cc(-c2ccccc2)no1)c1ccc(F)cc1,-7%,-1.6,45,-12%,12%,4%,0.4%,1.5%,i,-1,-6,9,
N#CC(C#N)=NNc1ccc(S(=O)(=O)N2CCCCC2)cc1,14%,-0.5,50,18%,6%,10%,3.7%,2.6%,i,14,5,8,
CN(/N=C/c1cccnc1)c1cnn(-c2ccc(F)c(Cl)c2)c(=O)c1Cl,-6%,3.2,77,-5%,39%,-6%,0.0%,-2.4%,i,2,-12,-26,Dengue-2 NS5 capping pilot replicate=0.8
CCCN(CCC)CCNC(=O)CS(=O)Cc1nc(-c2ccc(C)cc2)oc1C (centres undefined),-10%,-1.2,91,-6%,29%,-7%,1.2%,-0.8%,i,12,-3,-7,
O=C(NCc1ccccn1)c1ccc(Cn2c(=S)[nH]c3ccc(Br)cc3c2=O)cc1,-7%,2.7,48,-2%,33%,-1%,6.2%,2.4%,i,-2,-3,-2,
O=C(O)CCCc1nc2ccccc2s1,-8%,-0.7,67,-5%,0%,0%,0.4%,1.5%,i,-12,-12,-6,
O=C(Nc1cccc(Cl)c1)c1cnn2cccnc12,5%,4.1,47,-2%,-2%,0%,0.7%,1.5%,i,-4,7,20,
Nc1c(C(=O)c2ccccc2)oc2ccc([N+](=O)[O-])cc12,3%,6.1,65,-9%,41%,-2%,0.1%,-0.7%,.,.,.,.,
Nc1nc(NCC2CCCO2)nc(Nc2cccc(Cl)c2)c1[N+](=O)[O-] (centres undefined),5%,4.3,51,-8%,13%,-3%,-0.7%,0.4%,.,.,.,.,
CCCOc1ccc(C(=O)NCC(C)(C)N2CCOCC2)cc1,-8%,-1.0,58,0%,26%,-8%,0.0%,0.1%,i,-10,-18,-8,
COc1ccc(-c2cc([C@H]3[C@H]4C=CC[C@@H](C)[C@@H]4C(=O)N3Cc3ccccc3)ccc2F)cc1,13%,-2.9,95,-3%,23%,0%,3.5%,4.1%,.,.,.,.,
CC(C)(C)OC(=O)CC[C@@H](C(=O)N1CCN(C(=O)OC(C)(C)C)CC1)n1cc(C(CO)NC(=O)OC(C)(C)C)nn1 (some centres undefined),-14%,-0.6,67,4%,8%,-8%,0.4%,0.6%,i,-13,-7,7,
COc1ccc(OC)c(-c2cc(C(=O)Nc3c(C)nn(Cc4ccc(Cl)cc4)c3C)no2)c1,-15%,4.2,76,-6%,6%,10%,3.7%,12%,i,26,46,11,
O=C(CN1C(=O)C2C3C=CC(C3)C2C1=O)Nc1ccc2nccnc2c1 (centres undefined),-12%,-0.1,102,1%,6%,-4%,0.5%,2.5%,i,4,12,1,
COc1ccc(C)cc1NC(=O)CSc1nnc(-c2ccc(C)cc2)o1,-20%,1.5,60,1%,-8%,-3%,-1.2%,2.6%,i,4,9,12,
Cc1ccc(S(=O)(=O)N2CCN(C(=O)N3CCOCC3)CC2)cc1C,1%,-0.2,78,10%,-5%,-4%,-1.4%,1.2%,.,.,.,.,
COc1ccc(CCC(=O)OCC(=O)N(CC(C)C)c2c(N)n(Cc3ccccc3)c(=O)[nH]c2=O)cc1,.,1.1,56,-6%,.,.,-0.9%,-0.3%,.,.,.,.,
CC1CC(C)CN(Cc2nc(N)nc(Nc3ccc4ccccc4c3)n2)C1 (centres undefined),15%,-1.3,85,2%,-11%,-4%,5.2%,-1.4%,i,-2,12,0,
CC(Oc1ccccc1)C(=O)NNS(=O)(=O)c1ccc([N+](=O)[O-])cc1 (centres undefined),3%,-0.4,92,-2%,-3%,-3%,0.1%,0.5%,i,-7,5,-10,
CC(=O)COc1ccc2c(-c3cccc([N+](=O)[O-])c3)cc(=O)oc2c1,3%,0.4,81,.,36%,0%,1.1%,-1.3%,i,-2,1,7,
Cc1ccc(S(=O)(=O)NC23CC4CC(CC(C4)C2)C3)cc1,.,5.8,67,-4%,.,.,0.1%,0.1%,.,.,.,.,
CC(=O)Nc1ccc(NC(=O)CCc2ccc(C)o2)cc1,-1%,1.0,58,-8%,3%,-8%,0.2%,1.9%,.,.,.,.,
COC(=O)c1ccc(CNC(=O)C2CCC(=O)N(Cc3ccccn3)C2)cc1 (centres undefined),-1%,4.9,51,1%,-5%,-10%,0.0%,-0.9%,.,.,.,.,
CCCn1cc(S(=O)(=O)CC(=O)Nc2ccc(OCC)cc2)c2ccccc21,2%,-2.2,78,-4%,-1%,3%,-0.4%,1.6%,i,11,-3,-6,
CCCCCCc1cc2cc(C(=O)Nc3ccccc3OC)c(=O)oc2cc1O,-7%,1.5,31,-6%,3%,-7%,0.7%[50 µM],5.8%,i,-10,-11,-27,
Cc1ccc(-c2nc(C3CCCN(S(=O)(=O)c4ccc(C(F)(F)F)cc4)C3)no2)cc1 (centres undefined),-13%,15,45,-5%,4%,-6%,1.9%,0.6%,i,-13,8,16,
COC(=O)N/N=C\c1ccc(OC(=O)c2ccco2)cc1,-9%,-0.3,32,.,-10%,-10%,.,-1.6%,i,7,4,7,
O=C(c1ccco1)N(CCCN1CCOCC1)c1nc(-c2ccc(Cl)cc2)cs1,6%,7.3,52,-10%,-2%,2%,0.7%,-0.4%,i,22,-1,7,
CCOC(=O)N1CCN(C(=O)c2ccc(Cn3c(=S)[nH]c4cc(C(=O)OC)ccc4c3=O)cc2)CC1,-2%,4.3,75,-7%,-20%,-5%,0.0%,1.6%,.,.,.,.,
CC(NC(=O)COc1ccc(-c2nnco2)cc1)c1ccc(Cl)cc1Cl (centres undefined),-2%,2.6,41,-1%,-3%,-1%,2.4%,20%,i,-2,-8,-1,
O=C(NC1CCC(=O)N(CCOc2ccccc2)CC1)OCc1ccccc1 (centres undefined),3%,-3.0,102,3%,18%,-15%,1.3%,-0.5%,.,.,.,.,
COc1ccc(/C=C/c2ccncc2)cc1OC,-8%,0.6,40,-6%,15%,0%,0.5%,9.2%,i,-7,-10,-2,
Clc1cccc(C2Nc3cccc4cccc(c34)N2)c1,-7%,0.5,55,28%,28%,-5%,0.8%,-1.2%,.,.,.,.,
Cc1[nH]c2ccccc2c1C(=O)COc1ccccc1F,3%,0.4,53,-4%,6%,1%,1.8%,0.0%,i,2,-5,-3,
CC(=O)c1cc2c(cc1N(C(=O)Cn1nnc3ccccc31)C(C(=O)NCCC(C)C)c1cccnc1)OCO2 (centres undefined),17%,-0.5,43,.,2%,0%,.,-1.2%,i,18,-23,-10,
CCNC(=S)N(CCc1c(C)[nH]c2ccc(OC)cc12)Cc1cccnc1,0%,-0.4,86,1%,-18%,-7%,0.1%,3.1%,.,.,.,.,
O=C(O)c1c2c(nc3ccccc13)-c1ccccc1CC2,13%,1.9,38,9%,9%,-4%,6.9%,0.2%,i,3,-8,-5,
CC(=O)N(c1ccccc1)c1ccc([N+](=O)[O-])cc1[N+](=O)[O-],0%,1.3,69,3%,12%,6%,-1.1%[50 µM],2.0%,i,15,-12,4,
O=C(NCCO)c1cc2c([nH]c3ccccc32)c(-c2ccc(F)cc2)n1,0%,5.3,102,-1%,?,-6%,2.1%[50 µM],2.7%,.,.,.,.,
Cc1ccc(S(=O)(=O)Nc2cccc(/C=C/C(=O)O)c2)cc1,14%,-0.1,85,-4%,7%,-5%,0.4%,0.4%,i,17,0,2,

# Screening results deposited in PubChem by several laboratories.

# Hits appear at their usual frequency, and some 2.6% of all compounds hit somewhere here.
